# Source: PubChem BioAssay (several laboratories)
# PPARg SRC1 recr – PPARgamma agonists recruiting SRC-1 coactivator, primary screen, biochemical; PPARgamma-SRC-1 coactivator recruitment biochemical assay; activation, % at 8 µM; 0.41% of 200,000 active; in the data active = activation above about 19%;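 note: 0% = DMSO and 100% = reference agonist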
# Target sequence (P37231 whole entry, looked up): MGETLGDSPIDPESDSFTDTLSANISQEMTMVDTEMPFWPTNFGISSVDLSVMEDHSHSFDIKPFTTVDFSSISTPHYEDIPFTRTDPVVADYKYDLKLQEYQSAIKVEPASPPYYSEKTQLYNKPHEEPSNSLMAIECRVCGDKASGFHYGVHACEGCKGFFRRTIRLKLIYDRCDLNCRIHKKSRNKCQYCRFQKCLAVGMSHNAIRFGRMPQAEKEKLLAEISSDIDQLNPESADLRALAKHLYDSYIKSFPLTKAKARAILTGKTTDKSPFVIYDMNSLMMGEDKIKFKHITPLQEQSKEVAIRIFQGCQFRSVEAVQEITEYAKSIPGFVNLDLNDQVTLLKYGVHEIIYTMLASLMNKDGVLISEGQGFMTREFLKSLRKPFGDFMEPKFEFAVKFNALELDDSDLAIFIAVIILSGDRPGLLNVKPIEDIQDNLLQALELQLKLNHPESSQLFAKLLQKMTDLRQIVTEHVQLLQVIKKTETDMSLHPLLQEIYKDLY
# PPARg SRC-2 ag – agonists of PPARg-SRC-2 recruitment, primary screen, biochemical, HTS; 0.34% of 200,000 active; PPARgamma LBD-SRC-2 recruitment; activation, % at 8 µM; in the data active = activation above about 22%;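 note: 0% = vehicle and 100% = reference agonist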
# TR-FRET SRC-2 ct – TR-FRET signal artefacts, primary screen, artefact control for PPARgamma SRC-2 agonist project, biochemical; TR-FRET artefact counter-screen; hits give high values; TR-FRET ratio at 8 µM; 0.4% of 200,000 active; AID 1049, 2008; in the data active = TR-FRET ratio above about 2000; note: inactives centre near 1500
# S1P3 antag – S1P3 receptor antagonists, primary screen, cell-based; Sphingosine 1-phosphate receptor 3 (Homo sapiens), Q99500; CHO S1P3 NFAT-BLA reporter, FRET fluorescence, antagonist mode; inhibition, % at 4.98 µM; 0.27% of 170,000 active;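 active = inhibition above the plate cutoff, the mean inhibition of test wells on that plate plus 3 SD, cut at about 28% in these data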;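 note: cells challenged with S1P at its EC80 of 0.8 µM; blue over green emission ratio from cleaved BLA substrate after 4 h stimulation; 0% = S1P-stimulated wells and 100% = unstimulated DMSO-only wells; some compounds past the cut are filed as inactive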
# HMGR II inh – inhibitors of E. faecalis class II HMGR, primary screen, biochemical, Enterococcus faecalis. 0.41% of 190,000 active. inhibition, % at 10 µM. purified E. faecalis HMGR, NADPH absorbance 340 nm kinetic. HMG-CoA reductase (Enterococcus faecalis, mvaE). AID 1066, 2008;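 active = inhibition above a set limit, the median over all tested compounds plus 3 SD, cut at about 9.5% in these data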;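 note: enzyme runs in reverse so mevalonate oxidation gives rising NADPH absorbance; 0% = complete reaction with DMSO and 100% = background rate lacking mevalonate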
# ROMK primary – ROMK potassium channel modulators, primary screen, cell-based, thallium flux, MLSMR library; ATP-sensitive inward rectifier potassium channel 1 (Homo sapiens), P48048; Tet-inducible ROMK, thallium flux fluorescence; actives lie on both sides; B-score at 10 µM; 2% of 130,000 active;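 active = signal ratio slope over the read window, or its plate-corrected B-score, at least 3 SD from the plate mean, either direction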;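 note: B-score of the F/F0 ratio slope over 7 to 12 s after thallium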
# Target sequence (P48048 whole entry, looked up): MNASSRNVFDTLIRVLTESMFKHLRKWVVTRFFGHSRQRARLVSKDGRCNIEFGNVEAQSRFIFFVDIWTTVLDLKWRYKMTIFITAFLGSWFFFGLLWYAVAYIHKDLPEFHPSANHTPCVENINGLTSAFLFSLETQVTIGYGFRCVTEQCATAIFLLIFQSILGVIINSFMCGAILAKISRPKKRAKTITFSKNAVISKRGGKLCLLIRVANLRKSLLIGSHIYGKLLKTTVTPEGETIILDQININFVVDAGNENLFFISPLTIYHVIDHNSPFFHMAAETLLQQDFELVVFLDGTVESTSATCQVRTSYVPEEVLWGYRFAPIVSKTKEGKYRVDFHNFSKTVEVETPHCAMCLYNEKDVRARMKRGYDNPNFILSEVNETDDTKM
# PPARg SRC3 recr – PPARgamma agonists recruiting SRC-3 coactivator, primary screen, biochemical; activation, % at 8 µM; Peroxisome proliferator-activated receptor gamma (Homo sapiens), P37231; biochemical PPARgamma/SRC-3 coactivator recruitment assay; 0.26% of 200,000 active; in the data active = activation above about 23%;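 note: 0% = DMSO and 100% = reference agonist; some compounds past the cut are filed as inactive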
# L major viab – Leishmania major promastigote growth inhibition, primary screen. AID 1063, 2008. Leishmania major promastigotes, resazurin fluorescence viability. 9% of 200,000 active. inhibition, % at 10 µM; in the data active = inhibition above about 50%;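 note: promastigotes grown with compound for 44 hours at 28 °C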
# Redox H2O2 prof – compounds producing H2O2 with reducing agent – biochemical, NIH compound library profiling, artefact control for MLSCN library redox annotation, primary screen. activation, % at 10 µM. AID 878, 2007. 0.03% of 200,000 active. DTT-dependent redox cycling H2O2, phenol red/HRP absorbance; 100% = 100 µM peroxide control, 0% = buffer;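 active = activation of at least 50% relative to the plate's high and low controls in the primary single-dose screen; inactive = activation below 50%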;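 note: compound incubated with DTT at 0.8 mM final as the reducing agent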
# bIAP inhibitor – bovine intestinal alkaline phosphatase inhibitors, primary screen, selectivity assay for TNAP inhibitor project, biochemical, bovine IAP, CDP-star luminescence; inhibition, % at 20 µM; alkaline phosphatase, intestinal [Bos taurus]; purified bovine IAP, 30 min; 190,000 tested, under 10 active;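 active = over 50% inhibition of intestinal alkaline phosphatase at 20 µM in the single-dose screen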
#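 System: purified bovine intestinal alkaline phosphatase (IAP) enzyme; Input: IAP diluted 1/65,000,000 in the well; Measured by: CDP-star luminescence signal; Compound dosing: 20 µM single dose; Incubation: 30 min reaction at room temperature.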
# RAM network inh – inhibitors of the yeast RAM network, primary screen, dse1pr::URA3 reporter, 5-FOA selection; inhibition, % at 50 µM; AID 868, 2007; 1.8% of 190,000 active; S. cerevisiae dse1pr::URA3 reporter, 5-FOA growth OD615, 2 d; analog-sensitive cbk1-as2 kinase mutant strain;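 active = inhibition above a set limit, 3 SD over mean compound inhibition, cut at about 8.4% in these data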;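 note: 0% = DMSO-only wells with no growth and 100% = 10 µM 1-NA-PP1 full growth; inhibition rescues growth on 5-FOA so higher OD means more RAM inhibition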
# * hit, by the source's call; / = not tested or not shown.
SMILES,PPARg SRC1 recr,PPARg SRC-2 ag,TR-FRET SRC-2 ct,S1P3 antag,HMGR II inh,ROMK primary,PPARg SRC3 recr,L major viab,Redox H2O2 prof,bIAP inhibitor,RAM network inh
CCSc1nnc(Cn2c(=O)sc3ccccc32)n1C,-1.8,-4.9,1444,-18.2,-8.3,/,-1.7,-5.7,-0.6,10.5,-0.1
CNC(=S)NCCc1ccc(OC)cc1,-9.2,3.0,1605,-6.7,-7.7,0.407,-2.6,-0.1,0.2,-11.9,0.0
CNS(=O)(=O)c1ccc(C(C)(C)C)cc1,2.1,2.6,1444,-10.5,3.9,-0.185,5.6,-6.7,-0.5,2.5,0.0
O=C(O)c1cccc(N/N=C/c2cccnc2)c1,7.0,4.6,1748,11.8,-4.8,-0.031,4.0,-14.8,-1.0,4.3,0.0
Fc1cccc(CN2CCN3CCCC3C2C2CCCCC2)c1 (centres undefined),5.1,6.3,1505,/,0.7,/,8.5,89.3*,-8.3,-7.8,0.4
CNC(=O)CN(c1cc(C)ccc1OC)S(=O)(=O)c1ccc(C)cc1,-3.8,-13.7,1455,-71.7,3.5,0.752,0.0,10.6,2.1,0.3,0.6
CCOC(=O)C1=C(C)Nc2sc(C(=O)c3ccc(Br)cc3)c(N)c2C1c1ccc(C(=O)OC)cc1 (centres undefined),-0.2,3.0,1521,/,-1.9,0.294,-6.5,94.8*,0.6,9.0,4.2
CCCCNC(=O)Cn1c(=O)n(C)c2ccccc21,5.6,8.4,1595,-1.9,-1.4,/,9.2,-2.5,-0.3,3.8,0.5
COC(=O)C1CCN(Cc2ccc(OCCCN3CCN(c4ccc([N+](=O)[O-])cc4)CC3)cc2)CC1,8.2,1.9,1407,8.6,0.6,-2.35,2.2,95.5*,-1.0,12.6,-0.1
O=C(NCc1ccccc1)NC(O)C(Cl)(Cl)Cl (centres undefined),1.8,3.4,1448,-3.8,-4.1,0.576,-4.4,-6.9,12.5,8.3,1.9

# Three consecutive compounds out of the list so far:
SMILES,PPARg SRC1 recr,PPARg SRC-2 ag,TR-FRET SRC-2 ct,S1P3 antag,HMGR II inh,ROMK primary,PPARg SRC3 recr,L major viab,Redox H2O2 prof,bIAP inhibitor,RAM network inh
CCCCNC(=O)Cn1c(=O)n(C)c2ccccc21,5.6,8.4,1595,-1.9,-1.4,/,9.2,-2.5,-0.3,3.8,0.5
COC(=O)C1CCN(Cc2ccc(OCCCN3CCN(c4ccc([N+](=O)[O-])cc4)CC3)cc2)CC1,8.2,1.9,1407,8.6,0.6,-2.35,2.2,95.5*,-1.0,12.6,-0.1
O=C(NCc1ccccc1)NC(O)C(Cl)(Cl)Cl (centres undefined),1.8,3.4,1448,-3.8,-4.1,0.576,-4.4,-6.9,12.5,8.3,1.9

# (listing goes on)
SMILES,PPARg SRC1 recr,PPARg SRC-2 ag,TR-FRET SRC-2 ct,S1P3 antag,HMGR II inh,ROMK primary,PPARg SRC3 recr,L major viab,Redox H2O2 prof,bIAP inhibitor,RAM network inh
O=C(C1CCCCN1S(=O)(=O)c1ccccc1)N1CCCCC1 (centres undefined),-7.6,-2.9,1425,/,1.6,/,-8.1,4.1,0.3,-0.2,-0.1
CCCC/C(O)=N\S(=O)(=O)c1ccc(N=NN(C)C)cc1,-3.9,3.2,1531,/,4.3,0.0561,2.7,-4.5,0.9,-11.0,0.8
COCCOC(=O)c1c(NC(=O)CSc2cccc[n+]2[O-])sc(C(N)=O)c1C,6.2,2.5,1722,7.2,-8.3,-0.486,1.5,-2.1,-0.2,-6.3,3.4
CC1CCN(C(=O)CSc2nc(N)cc(N)n2)CC1,9.4,-3.4,1681,-64.6,-0.4,/,0.3,-9.5,-0.8,2.6,2.8
Cc1cc(=O)n2c(C(=O)Nc3ccc(C)c(C)c3)c(C(=O)Nc3ccccc3)sc2n1,7.3,0.6,1395,-10.9,-4.3,-0.0236,-2.5,8.8,-0.2,-17.2,2.3
COc1ccc(-c2noc(C)c2-c2ccc3ccccc3n2)c(O)c1,-3.4,-4.7,1260,-7.8,0.4,0.233,10.4,9.0,0.0,4.3,0.8
O=C(CN1CCCCCC1)NCCN1C(=O)S/C(=C\c2ccccc2Cl)C1=O,5.1,8.8,1721,4.3,-2.9,-2.58*,2.0,1.9,-0.1,-8.5,1.7
CC(=O)OCc1cc(=O)n(C)c(=O)n1C,-12.6,0.4,1449,2.2,-1.0,/,-5.8,-5.0,2.2,2.7,0.7
Cc1ccc2[nH]c3c(c2c1)CCc1cn[nH]c1-3,6.8,5.9,1533,-4.9,-9.5,/,5.9,51.6*,1.5,-3.1,-1.4
COc1ccc2c(c1)C(=O)CC(c1ccccc1F)O2 (centres undefined),2.5,1.1,1490,-23.3,-4.6,0.0357,3.1,36.3,0.1,12.9,-0.1
O=C(CSc1nnc(COc2ccc(Cl)cc2)o1)OC1CCCCC1,0.5,8.7,1635,-32.5,-6.4,/,7.3,-3.6,0.4,6.7,0.6
COC(=O)c1cn(-c2ccccc2)nc1-c1ccncc1,-6.4,-0.1,1554,/,-5.7,/,-6.3,-0.6,-3.9,0.8,1.4
CC(C)CC1c2[nH]c3ccccc3c2CCN1C(=O)c1cnccn1 (centres undefined),3.8,-5.8,1512,9.4,-6.4,0.971,2.0,24.3,-1.7,7.0,1.3
Cc1ccc(OCCOCCNC(C)C)c(Br)c1,-1.6,-0.6,1418,/,-5.7,/,-0.3,90.1*,2.6,-0.4,1.7
COc1ccc(CN(C)CC(=O)NC(=O)NCc2ccccc2)c(OC)c1,10.8,-0.6,1511,-9.2,-4.0,-0.859,4.3,3.7,-0.3,23.3,0.4
O=C1CC(c2ccco2)Sc2nc3ccccc3n21 (centres undefined),0.9,-0.7,1366,-9.6,-8.5,1.01,2.2,-7.1,0.0,10.1,0.1
COc1ccc(-n2nc([N+](=O)[O-])c(=NCCc3cccc(C)c3)n2O)cc1,0.9,0.7,1598,5.0,-3.0,-0.43,1.1,81.2*,0.0,5.9,2.5
Cc1sc2nc(CN3CCOCC3)nc(Oc3ccc(NC(=O)c4ccco4)cc3)c2c1C,2.1,4.1,1468,-7.5,8.2,-3.33,-2.5,15.2,2.1,2.2,1.2
CCCn1nnc(NC(=O)c2ccc(-c3ccccc3)cc2)n1,4.8,8.9,1511,-45.5,5.4,/,6.5,-0.2,1.3,20.3,2.9
CCOC(=O)c1ccc(CSc2nnc(N)s2)cc1,2.0,3.6,1437,-8.2,-2.5,/,-8.9,-2.1,-3.7,13.6,0.7
CCC1CCCCN1CCCNC(=O)Cn1nc(-c2ccccc2)ccc1=O (centres undefined),6.5,0.2,1620,1.6,-3.6,-0.269,-2.0,-4.4,-1.0,0.0,1.4
Cc1ccc2c(CC(=O)OCc3csc(C)n3)coc2c1,3.4,-3.8,1656,/,-4.2,/,0.3,-0.2,0.3,12.6,-0.2
O=C(O)CSc1c2c(nc3cc(C(=O)N4CCCC4)ccc13)CCCC2,-0.1,8.9,1578,-5.2,-3.9,/,2.4,0.4,0.1,1.0,1.4
Cc1cc(NCCCn2ccnc2)n2nc(-c3ccc(F)cc3)cc2n1,1.6,-1.9,1570,-3.5,-4.9,/,-3.1,14.0,-0.8,-44.4,1.3
Cc1cc(-c2nc3cccnc3s2)ccc1NS(=O)(=O)c1cccs1,7.0,0.7,1640,-37.3,-4.5,/,6.0,1.2,-0.2,-11.9,5.9
CCNc1nc(-c2ccc(Cl)cc2)cs1,5.5,13.4,1644,/,-6.2,/,-0.8,-6.3,-1.2,18.1,-0.3
CCc1n[nH]c2c1/C(=N/O)CCC2,0.6,-0.6,1557,-11.3,1.8,0.0332,3.2,2.7,1.8,9.2,0.2
Cc1ccc(S(=O)(=O)C(CCC(=O)c2ccc(Cl)cc2)C(N)=O)cc1 (centres undefined),0.6,-5.7,1549,/,-0.8,/,-0.4,-4.5,4.0,6.2,1.9
COc1ccc(-c2noc(-c3ccccc3C(=O)N3CCOCC3)n2)cc1,2.2,0.0,1486,/,-6.6,/,-4.5,-3.3,-0.8,11.4,2.1
CCCCNCC(=O)Nc1ccc(NC(=O)CNCCCC)cc1,-1.6,6.1,1595,/,-5.7,/,2.7,-1.6,1.5,-9.1,2.0
CCCCn1cnc2c(cnn2-c2ccc(F)cc2)c1=O,-2.8,-10.7,1432,-30.3,-10.1,/,-5.7,-1.0,0.9,-2.1,1.2
CCOc1ccc(-n2c(SCc3ccc(C#N)cc3)nnc2-c2cccnc2)cc1,-0.5,-3.8,1483,/,5.7,-0.0163,0.3,18.0,1.1,-1.0,0.8
Cc1nnc(SCC(=O)Nc2ncc(Cl)cc2Cl)n1Cc1ccccc1,-7.2,8.4,1560,/,-3.7,0.127,-0.8,-8.9,0.4,-14.7,-0.5
COc1ccc(Cc2noc(CN(C)C3CC(C)(C)NC(C)(C)C3)n2)cc1OC,2.8,2.9,1439,8.2,-1.5,/,-1.3,-0.8,-1.0,-15.3,0.9
N#C/C(=C\c1cccs1)C(=O)NCc1ccco1,-3.0,-5.8,1568,6.2,-1.8,/,-2.3,33.0,0.5,20.8,-0.1
COc1c(C)cc(C(=O)C2CCCN(S(=O)(=O)c3c(C)noc3C)C2)cc1C (centres undefined),1.6,3.1,1634,7.9,-7.6,/,4.5,7.0,-0.1,-4.4,5.3
CCc1cccc(C)c1NC(=O)c1cccc(N(C)C)c1,1.3,5.2,1502,3.9,-2.1,0.0985,7.7,4.7,-0.8,2.0,0.7
CCN(CC)c1ccc(C2NCC(c3ccc([N+](=O)[O-])cc3)O2)cc1 (centres undefined),8.0,5.8,1580,/,0.3,-0.0072,9.4,-2.0,1.0,-4.9,0.8
O=C(c1ccc(Cl)cc1)c1c[nH]cc1-c1ccccc1,-2.4,5.7,1303,/,6.9,-0.69,-3.6,1.2,1.1,8.8,5.0
CCOC(=O)N1CCC(NC(=O)C(Cc2ccccc2)NC(=O)C2CCCCC2)CC1 (centres undefined),4.3,4.2,1794,/,1.6,-0.0377,-1.8,-0.5,0.0,-32.1,1.1
CC(=O)c1c(C)[nH]c(C(=O)NCc2ccc(C)cc2)c1C,-0.5,2.4,1527,/,-8.7,0.251,3.5,-1.9,0.0,-2.4,2.8
O=C(COC(=O)CNS(=O)(=O)c1c(Cl)cccc1Cl)Nc1cccnc1Cl,6.8,2.0,1666,-10.7,-2.0,0.497,1.4,-6.2,-0.3,0.4,1.8
Cc1c(C(=O)c2ccccc2)c2ccccn2c1CCc1ccccn1,3.0,5.7,1519,-4.7,1.8,-2.19,0.3,10.1,-2.7,4.7,0.3
COc1ccccc1NC(=O)C(=O)N(c1cccnc1)C(C(=O)NC(C)(C)C)c1ccccc1F (centres undefined),-12.5,-5.8,1420,-8.6,-1.1,/,-1.8,25.1,-0.7,2.7,2.9
